High-throughput results from PubChem BioAssay.
Pin1 inhibitor = human Pin1 inhibition | Pin1 FP peptide displacement, HiFluor488, 10 min | Potency, µM (series often up to 115 µM), for the others: top-dose activity, negative = inhibition, actives largely listed as inhibitors | Q13526 | hit rate 0.009% among 390,000 | AID 504891; active = well fitted inhibition curve with a large enough effect in the polarisation, with a control signal flat, not every such curve was filed as active; inconclusive = small, poorly fitted or top-dose-only effect, or effect the other way, or a change in a side signal; inactive = no such curve, though single readings can be large or run the other way; the % refers to the polarisation; note: % is set by controls: 0 for no effect and ±100 for the full control effect
Target sequence (Q13526 whole entry, looked up): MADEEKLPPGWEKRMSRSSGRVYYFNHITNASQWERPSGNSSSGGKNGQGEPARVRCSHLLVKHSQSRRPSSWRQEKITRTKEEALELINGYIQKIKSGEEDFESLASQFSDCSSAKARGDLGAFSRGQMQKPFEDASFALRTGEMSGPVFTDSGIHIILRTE
BLM helicase inh = Bloom syndrome helicase (human) inhibition; P54132; recombinant BLM DNA unwinding, fluorescence dequenching; Potency, µM (doses to about 56.1 µM), for inactives: at the highest dose activity change, negative = inhibition, most hits filed as inhibitors; hit rate 0.2% among 350,000; AID 2528;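 note: plate controls were vehicle for no effect and no enzyme for full effect; nearly all actives have a fitted effect of over 35% in size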
GLS inh = glutaminase GLS (human) inhibition; GLS enzymatic activity, qHTS titration; O94925; Potency, µM (highest dose often 45.5 µM), for the others: at the top dose activity change, negative = inhibition, hits mostly inhibitors; AID 624170; hit rate 0.21% among 410,000; note: % is set by controls: 0 for no effect and ±100 for the full control effect
Target sequence (O94925 whole entry, looked up): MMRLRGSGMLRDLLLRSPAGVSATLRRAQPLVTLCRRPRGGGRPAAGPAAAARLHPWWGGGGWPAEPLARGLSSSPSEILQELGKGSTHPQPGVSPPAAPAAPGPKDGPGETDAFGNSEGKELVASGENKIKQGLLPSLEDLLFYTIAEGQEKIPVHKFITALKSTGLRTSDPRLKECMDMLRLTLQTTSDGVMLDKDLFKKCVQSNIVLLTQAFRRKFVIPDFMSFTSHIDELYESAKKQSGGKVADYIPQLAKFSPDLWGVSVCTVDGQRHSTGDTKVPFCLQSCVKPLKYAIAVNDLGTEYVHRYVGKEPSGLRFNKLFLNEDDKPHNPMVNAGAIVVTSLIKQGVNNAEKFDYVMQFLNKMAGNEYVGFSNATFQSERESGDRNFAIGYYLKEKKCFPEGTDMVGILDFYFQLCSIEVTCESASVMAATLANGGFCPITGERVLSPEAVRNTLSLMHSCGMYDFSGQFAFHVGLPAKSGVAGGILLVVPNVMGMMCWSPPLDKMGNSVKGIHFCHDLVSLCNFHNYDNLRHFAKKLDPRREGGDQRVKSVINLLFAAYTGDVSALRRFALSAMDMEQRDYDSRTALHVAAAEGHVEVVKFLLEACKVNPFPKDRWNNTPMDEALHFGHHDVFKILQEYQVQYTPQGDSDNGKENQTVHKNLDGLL
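Human kidney-isoform GLS in 45 mM KH2PO4 pH 8.2, 0.02% Tween-20, with compound, started with 1mM L-Glutamine (added stock). Glutamate oxidase/HRP/Amplex red coupled fluorescence read at start and after 30 min at RT.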
PGK inhibitor = blocks T. brucei phosphoglycerate kinase; P07378; AID 602233; Potency, µM (titrated, usually from 57.5 µM), inactives show top-dose activity change, negative = inhibition, hits mostly inhibitors; PGK/GAPDH coupled, Kinase-Glo luminescence, 60 min; hit rate 0.043% among 380,000; note: % is set by controls: 0 for no effect and ±100 for the full control effect; nearly all actives have a fitted effect of over 60% in size
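Recombinant glycosomal PGK reaction used 1,3-bisphosphoglycerate generated in-well by GAPDH (100nM final) in 100mM TEA pH 7.6, 5mM MgCl2, 0.01% Tween-20. After 60 minutes at room temperature, ATP was read by Kinase-Glo Plus luminescence end-point.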
Pol iota inh = DNA polymerase iota (human) inhibition; Pol iota fluorescent replication assay, 10 min; Potency, µM (top dose mostly 115 µM), for the others: top-dose activity, negative = inhibition, actives largely listed as inhibitors; AID 588590; hit rate 1% among 390,000; Q9UNA4
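Fluorescent replication assay read twice, at 0 min and 10 min after adding 50 nM (final) substrate. Enzyme (10 nM) and compounds were first incubated 15 min at room temperature; enzyme-free buffer wells were negative controls.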
G9a inh = G9a (human) methyltransferase inhibition | Potency, µM (titrated, usually from 102 µM), inactives show at the highest dose activity, negative = inhibition, hits mostly inhibitors | hit rate 8.8% among 350,000 | G9a H3K9 monomethylation, AlphaScreen, 2 h | AID 504332 | Q96KQ7; note: % is set by controls: 0 for no effect and ±100 for the full control effect; nearly all actives have a fitted effect of over 75% in size
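Enzyme 20 nM + cpd, 15 min RT; add b-H3K9 pep 500 nM / SAM 20 uM; 2 h RT; anti-H3K9me1 Ab 0.5 ug/mL + SA donor / anti-rabbit acceptor beads 20 ug/mL each, 10 min; AlphaScreen read.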
HP1b binding inh = inhibitors of HP1-beta chromodomain binding to methylated histone tails | P83916 | AlphaScreen HP1-beta / biotin-H3K9me3 peptide binding | Potency, µM (doses to about 114 µM), inactives show top-dose activity change, negative = inhibition, actives largely listed as inhibitors | hit rate 0.56% among 390,000; note: nearly all actives have a fitted effect of over 70% in size; inactives centre near 23
Target sequence (P83916 whole entry, looked up): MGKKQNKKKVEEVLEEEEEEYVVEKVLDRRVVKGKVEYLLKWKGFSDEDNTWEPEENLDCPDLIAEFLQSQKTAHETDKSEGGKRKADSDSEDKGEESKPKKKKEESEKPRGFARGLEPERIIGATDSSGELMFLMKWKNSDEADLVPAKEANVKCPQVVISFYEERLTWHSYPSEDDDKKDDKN
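Compound inhibition of the preformed complex between 50 nM HP1-beta and 50 nM biotinylated H3K9me3 peptide was read by AlphaScreen. Buffer was PBS pH 7.4 with 0.01% Tween-20. Incubations ran 30 min at room temperature, with 10 ug/mL donor/acceptor beads.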
BAZ2B inh = inhibitors of human BAZ2B bromodomain; Q9UIF8; AlphaScreen BAZ2B-H3K14Ac peptide displacement; Potency, µM (doses to about 114 µM), inactives show at the highest dose activity change, negative = inhibition, usual class: inhibitors; hit rate 4.4% among 360,000; note: % is set by controls: 0 for no effect and ±100 for the full control effect; nearly all actives have a fitted effect of over 60% in size
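BAZ2B (50 nM) with biotin-H3(5-23)K14Ac peptide (50 nM) in PBS pH 7.4, 0.01% Tween-20, preformed 30 min, then compound 30 min at room temperature; top concentration 110uM. AlphaScreen streptavidin donor/nickel chelate acceptor beads (10 ug/mL final), 20 min dark, signal read.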
JMJD2A Tudor inh = inhibitors of human JMJD2A Tudor domain. O75164. AlphaScreen JMJD2A-Tudor / H3K4me3 peptide binding. Potency, µM (top dose mostly 114 µM), without a hit: at the top dose activity change, negative = inhibition, usual class: inhibitors. hit rate 4.4% among 390,000; note: % is set by controls: 0 for no effect and ±100 for the full control effect; nearly all actives have a fitted effect of over 50% in size
Starred values were filed as active, the others as inactive; & = joins results of further samples; [ ] = another dose, or the depositor's remark. Unless noted, calls come from the whole dose curve; as a rule, active = well fitted curve in the direction sought with a large enough effect; inconclusive = small, poorly fitted or top-dose-only effect, or another doubt; inactive = no such curve, though single readings can be large; an effect the other way counts as inactive or inconclusive. Potency is the fitted concentration of half-maximal effect.

For C/C=C/c1ccc(OCCNCc2ccccc2)c(OC)c1 the results were Pin1 inhibitor 3.6%, BLM helicase inh -6.3%, GLS inh 9.9%, PGK inhibitor -1.8%, Pol iota inh -18.6%, G9a inh inconclusive, HP1b binding inh inconclusive, BAZ2B inh 56.2µM* and JMJD2A Tudor inh -17.9%.
`CCCOc1cccc(C(=O)Nc2cccc3cccnc23)c1` gave Pin1 inhibitor 6.6%, BLM helicase inh -7.9%, GLS inh 0.0%, PGK inhibitor inactive, Pol iota inh -6.9%, G9a inh 82.8%[activator][59 µM], HP1b binding inh 213.4%[activator], BAZ2B inh 211.8%[activator] and JMJD2A Tudor inh 139.4%[activator].
`CCCCC(=O)NC(c1cccc([N+](=O)[O-])c1)c1c(OC(C)=O)ccc2ccccc12` (stereo unspecified) gave Pin1 inhibitor -2.3%, BLM helicase inh -9.9%, GLS inh 1.4%, PGK inhibitor -2.5%, Pol iota inh 0.0%, G9a inh -51.0%[59 µM], HP1b binding inh -0.6%, BAZ2B inh inconclusive and JMJD2A Tudor inh -24.0%.
Cc1cc(NC(=O)CSc2nnc(C3CC3)n2C)no1 was read as Pin1 inhibitor 0.0%, BLM helicase inh -2.7%, GLS inh 2.0%, PGK inhibitor -3.1%, Pol iota inh 9.5%, G9a inh 12.3%[59 µM], HP1b binding inh 13.5%, BAZ2B inh 9.4% and JMJD2A Tudor inh -15.9%.
`c1ccc(-c2noc(-c3cccnc3)n2)nc1` gave Pin1 inhibitor -7.4%, BLM helicase inh 4.0%, GLS inh -12.2%, PGK inhibitor inconclusive, Pol iota inh 11.0%, G9a inh 35.7%[12.7 µM], HP1b binding inh 43.4%[activator], BAZ2B inh -0.7% and JMJD2A Tudor inh -6.4%.
O=C(NNc1ccc(Cl)cc1)C1CCC1 was read as Pin1 inhibitor -7.1%, BLM helicase inh -5.5%, GLS inh inconclusive, PGK inhibitor 2.8%, Pol iota inh 170.3%[activator], G9a inh 17.8µM*, HP1b binding inh 52.7%[activator], BAZ2B inh -2.5% and JMJD2A Tudor inh -19.1%.
`CCOc1ccc(CNCc2c(C(=O)O)n(Cc3ccc(C)cc3)c3cc(C)ccc23)cc1` gave Pin1 inhibitor 11.2%, BLM helicase inh -7.3%, GLS inh -11.0%, PGK inhibitor 0.6%, Pol iota inh -3.3%, G9a inh -40.0%[59 µM], HP1b binding inh 15.2%, BAZ2B inh inconclusive and JMJD2A Tudor inh inconclusive.
`COc1cccc(CNC(=O)CN2C(=O)COc3ccc(S(=O)(=O)N4CCC(C)CC4)cc32)c1` gave Pin1 inhibitor 13.8%, BLM helicase inh -6.2%, GLS inh -0.1%, PGK inhibitor -5.7%, Pol iota inh 8.3%, G9a inh -0.3%[59 µM], HP1b binding inh 23.6%, BAZ2B inh -11.1% and JMJD2A Tudor inh -3.1%.
For Nc1nn(-c2ccccc2)c2ccc([N+](=O)[O-])cc12 the results were Pin1 inhibitor 11.3%, BLM helicase inh -4.7%, GLS inh -6.8%, PGK inhibitor -17.0%, Pol iota inh 45.7%[activator], G9a inh 1.6%[0.501 µM], HP1b binding inh inconclusive, BAZ2B inh inconclusive and JMJD2A Tudor inh inconclusive.
CCN(CC)C(=O)N1CCN(C(=O)c2ccc(C)cn2)CC1 was read as Pin1 inhibitor -9.3%, BLM helicase inh -1.7%, GLS inh 0.5%, PGK inhibitor -7.2%, Pol iota inh 9.8%, G9a inh -26.9%, HP1b binding inh 35.9%, BAZ2B inh -4.2% and JMJD2A Tudor inh -2.4%.
CCC(=O)NC(=S)Nc1ccc(NC(=O)c2ccc(C)c([N+](=O)[O-])c2)cc1 was read as Pin1 inhibitor -2.9%, BLM helicase inh 1.0%, GLS inh 0.8%, PGK inhibitor -3.1%, Pol iota inh -4.9%, G9a inh 7.94µM*, HP1b binding inh 25.7%, BAZ2B inh -3.0% and JMJD2A Tudor inh -3.2%.
O=C1NC(c2ccccc2)C(C(=O)c2cccs2)=C1O (stereo unspecified) was read as Pin1 inhibitor -1.3%, BLM helicase inh -3.1%, GLS inh 13.4%, PGK inhibitor -1.4%, Pol iota inh inconclusive, G9a inh inconclusive, HP1b binding inh -1.2%, BAZ2B inh -35.8% and JMJD2A Tudor inh 25.1µM*.
Screening CCOC(=O)c1ccc(Nc2c(-c3ccc(OC)cc3)nc3nc[nH]n23)cc1 returned Pin1 inhibitor -6.0%, BLM helicase inh -4.6%, GLS inh -26.8%, PGK inhibitor -1.5%, Pol iota inh 12.3%, G9a inh inconclusive, HP1b binding inh -1.6%, BAZ2B inh inconclusive and JMJD2A Tudor inh inconclusive.
For O=C(COc1ccccc1)NCc1ccccc1 the results were Pin1 inhibitor -1.3%, BLM helicase inh -4.1%, GLS inh -2.9%, Pol iota inh -28.6%, G9a inh 33.9%, HP1b binding inh 21.3%, BAZ2B inh 7.7% and JMJD2A Tudor inh 0.6%.
For O=C(NC(=S)Nc1cccc2[nH]ncc12)c1ccccc1 the results were Pin1 inhibitor 2.5%, BLM helicase inh -4.2%, GLS inh -14.2%, PGK inhibitor -0.5%, Pol iota inh 45.1%[activator], G9a inh inconclusive, HP1b binding inh 32.4%, BAZ2B inh -14.7% and JMJD2A Tudor inh -2.8%.
Screening Cc1ccc(C)c(-c2csc(N)c2C(=O)OC(C)C)c1 returned Pin1 inhibitor -5.2%, BLM helicase inh -17.5%, GLS inh 2.0%, PGK inhibitor -6.1%, Pol iota inh 6.8%, G9a inh inconclusive, HP1b binding inh -16.9%, BAZ2B inh -0.5% and JMJD2A Tudor inh -24.4%[57.1 µM].
`Nc1ccc(S(=O)(=O)NNC(=O)C(=O)NNc2ccccc2)cc1` gave Pin1 inhibitor 3.6%, BLM helicase inh -1.6%, GLS inh -21.0%, PGK inhibitor -8.8%, Pol iota inh -18.0%, G9a inh 1.78µM*, HP1b binding inh 22.8%, BAZ2B inh -39.0% and JMJD2A Tudor inh -4.1%.
COc1ccc(CNc2ccc3cn[nH]c3c2)c(OC)c1OC was read as Pin1 inhibitor -4.6%, BLM helicase inh -6.3%, GLS inh 21.4%, PGK inhibitor -4.5%, Pol iota inh 53.8%[activator], G9a inh 8.91µM*, HP1b binding inh -4.3%, BAZ2B inh inconclusive and JMJD2A Tudor inh inconclusive.
`Cc1c(Cl)cccc1NC(=O)CN(CCc1ccccc1)S(=O)(=O)c1ccccc1` gave Pin1 inhibitor 2.1%, BLM helicase inh -11.0%, GLS inh -9.7%, PGK inhibitor -4.4%, Pol iota inh -1.4%, G9a inh 36.9%[59 µM], HP1b binding inh 42.9%[activator], BAZ2B inh 9.5% and JMJD2A Tudor inh 11.1%.
For C=CCn1c(=N)n(CC(O)COc2ccccc2OC)c2ccccc21 (stereo unspecified) the results were Pin1 inhibitor -3.9%, BLM helicase inh 5.9%, GLS inh 13.2%, PGK inhibitor 4.1%, Pol iota inh 19.8%, G9a inh -11.9%, HP1b binding inh 29.8%, BAZ2B inh 6.1% and JMJD2A Tudor inh -13.9%.
`CC(=O)C[C@H]1c2cc(C(F)(F)F)ccc2S(=O)(=O)N1C1CCCC1` gave Pin1 inhibitor -0.3%, GLS inh -0.7%, PGK inhibitor 3.4%, Pol iota inh 32.6%&47.7%, HP1b binding inh 40.7%[activator] and JMJD2A Tudor inh 2.8%.
For CCN(Cc1ccncc1)C(=O)c1ccccc1NS(=O)(=O)c1ccc(Br)cc1 the results were Pin1 inhibitor -2.4%, BLM helicase inh -1.9%, GLS inh 1.3%, PGK inhibitor -4.6%, Pol iota inh 11.2%, G9a inh 6.3%, HP1b binding inh 52.4%[activator], BAZ2B inh -19.9% and JMJD2A Tudor inh -8.5%.
Screening CN1CCC(NC(=O)Nc2ccc(Br)cc2)CC1 returned Pin1 inhibitor -0.5%, BLM helicase inh 0.5%, GLS inh -2.5%, PGK inhibitor -1.2%, Pol iota inh 34.1%[activator], HP1b binding inh 36.8%[activator], BAZ2B inh -3.2% and JMJD2A Tudor inh 1.4%.
For NS(=O)(=O)c1ccc(CCNC(=O)CN2CCC(Cc3ccccc3)CC2)cc1 the results were Pin1 inhibitor 2.6%, BLM helicase inh 2.6%, GLS inh 9.5%, PGK inhibitor -0.2%, Pol iota inh -17.4%, G9a inh 7.7%, HP1b binding inh 31.0%, BAZ2B inh -9.6% and JMJD2A Tudor inh -8.2%.
O=C(COC(=O)c1ccccc1C(=O)c1ccc(Cl)cc1)NCCc1ccccc1 was read as Pin1 inhibitor 24.8%, BLM helicase inh -3.2%, GLS inh -1.7%, PGK inhibitor inactive, Pol iota inh 0.0%, G9a inh 0.7%[59 µM], HP1b binding inh 37.8%, BAZ2B inh 0.2% and JMJD2A Tudor inh -4.9%.
For O=c1[nH]c(C2CCN(S(=O)(=O)Cc3ccccc3)CC2)nc2c1nnn2Cc1ccccc1Cl the results were Pin1 inhibitor -3.3%, BLM helicase inh -1.7%, GLS inh 1.2%, PGK inhibitor 7.5%, Pol iota inh 36.0%[activator], G9a inh -0.8%, HP1b binding inh 6.1%, BAZ2B inh -4.2% and JMJD2A Tudor inh -4.6%.
Screening CCn1c(NCc2cc(OC)c(OC)c(OC)c2)nc2ccccc21 returned Pin1 inhibitor 7.2%, BLM helicase inh -4.1%, GLS inh 20.5%, PGK inhibitor -0.9%, Pol iota inh 15.2%, HP1b binding inh 35.4%, BAZ2B inh -10.8% and JMJD2A Tudor inh -11.0%.
COC(=O)c1ccc(NC(=O)CCc2nnc3ccc(NCc4ccco4)nn23)cc1 was read as Pin1 inhibitor inconclusive, BLM helicase inh -17.7%, GLS inh -0.2%, PGK inhibitor 0.7%, Pol iota inh 35.5µM*, G9a inh 26.5%, HP1b binding inh 29.4%, BAZ2B inh 3.6%[57.1 µM] and JMJD2A Tudor inh inconclusive.

These rows are one share of the data; count on the stated rates, not on these rows.
